Bioassay records as filed in PubChem.
PKM2 activator – increases activity of human pyruvate kinase M2 | Potency, µM (series often up to 57.5 µM), for the others: top-dose activation, hits mostly activators | purified PKM2, Kinase-Glo ATP luminescence, activation; response scale: 0% is enzyme alone, no compound | actives 0.34% (n = 260,000) | AID 1631; further: potency means the concentration at half of the fitted maximal effect; on the % scale 0 is the no-effect control and ±100 the full control effect; nearly all actives have a fitted effect of over 55% in size
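Purified hPK-M2 (>95% pure) converted ADP (0.1 mM final) to ATP with 0.5 mM PEP in 50 mM imidazole pH7.2, KCl, MgCl2, Tween 20, BSA; 1 h at room temperature. ATP detected by Kinase-Glo luminescence.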
Giardia killer – kills Giardia lamblia; activity change, % at 7.66 µM, hits read low; AID 540267; Giardia lamblia trophozoite viability; actives 0.15% (n = 340,000); in the data active means activity change below about -80%; inconclusive means between about -30% and that limit;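 further: parasites exposed to compound for two days anaerobically before the ATP read; on the % scale 0 is the no-effect control and ±100 the full control effect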
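Luminescence from cellular ATP indicates surviving trophozoites (100 cells/well) following 48 hrs anaerobic compound treatment at 37 deg C; signal develops 15-30 min at room temperature.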
Rab9 prom act – activators of Rab9 promoter | Huh7 Rab9 promoter-luciferase reporter, luminescence, 24 h | Potency, µM (highest dose often 9.22 µM), for inactives: at the top dose activation, negative = inhibition, actives largely listed as activators | actives 2.8% (n = 320,000); further: potency means the concentration at half of the fitted maximal effect; % of control where 0% means no effect; nearly all actives have a fitted effect of over 60% in size
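Measured in stably transfected Huh7 cells bearing a Rab9 promoter–luciferase construct: 24 h compound treatment at 37 °C, followed by luminescence detection.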
p53 reactivator – re-activators of mutant p53; H1299 p53-A138V BP100-luciferase reporter, luminescence, 24 h; Potency, µM (doses to about 92.2 µM), for inactives: at the highest dose activity change, positive = activation, hits mostly activators; actives 0.063% (n = 320,000); AID 504706; further: potency means the concentration at half of the fitted maximal effect; % of control where 0% means no effect; nearly all actives have a fitted effect of over 45% in size
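p53-null H1299 cells stably carrying temperature-sensitive p53-A138V and a BP100-luciferase reporter were pinned with compounds (4-point, 1:5 series) and held 24 hrs at 37 deg C. Luminescence was read 10 min after detection reagent.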
RORg inh – ROR gamma (mouse) transcription inhibition | Drosophila S2 Gal4-RORgamma UAS-luciferase reporter, 20 h | Potency, µM (titrated, usually from 53.6 µM), inactives show at the highest dose activity change, negative = inhibition, actives largely listed as inhibitors | actives 5.4% (n = 310,000) | AID 2551; further: potency means the concentration at half of the fitted maximal effect; on the % scale 0 is the no-effect control and ±100 the full control effect; nearly all actives have a fitted effect of over 60% in size
Target sequence (P51450 whole entry, looked up, the tested form may be a part): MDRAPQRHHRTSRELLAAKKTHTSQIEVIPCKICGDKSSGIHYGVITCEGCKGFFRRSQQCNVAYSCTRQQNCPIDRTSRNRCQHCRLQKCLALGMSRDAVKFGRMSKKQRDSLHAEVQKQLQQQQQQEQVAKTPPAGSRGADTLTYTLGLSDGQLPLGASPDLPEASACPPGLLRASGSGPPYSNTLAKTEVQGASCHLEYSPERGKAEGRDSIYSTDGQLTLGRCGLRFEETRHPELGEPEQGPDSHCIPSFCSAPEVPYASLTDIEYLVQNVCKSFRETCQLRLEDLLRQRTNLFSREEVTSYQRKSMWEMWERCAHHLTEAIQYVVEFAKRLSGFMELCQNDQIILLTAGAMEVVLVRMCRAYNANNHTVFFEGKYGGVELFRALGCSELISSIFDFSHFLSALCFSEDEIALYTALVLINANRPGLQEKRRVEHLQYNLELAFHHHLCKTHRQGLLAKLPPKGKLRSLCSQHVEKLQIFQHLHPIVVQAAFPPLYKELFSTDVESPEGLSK
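Luciferase reporter read in Schneider cells carrying Gal4-RORγ (mouse) and UAS-Photinus luciferase; cells given compound 1 h before 700 uM copper sulfate induction, then incubated 20 h at ambient temperature.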
Menin-MLL TR inh – menin-MLL binding inhibition, Texas Red mutant peptide; Menin + Texas Red MLL mutant peptide, fluorescence polarization; Potency, µM (series often up to 61.6 µM), without a hit: at the top dose FP activity change, negative = inhibition, actives largely listed as inhibitors; O00255; actives 0.23% (n = 270,000); AID 1768; active means well fitted inhibition curve with a large enough effect in the polarisation, with a control signal flat, not every such curve was filed as active; inconclusive means small, poorly fitted or top-dose-only effect, or effect the other way, or a change in a side signal; inactive means no such curve, though single readings can be large or run the other way; the % refers to the polarisation; further: potency means the concentration at half of the fitted maximal effect; % of control where 0% means no effect; many of its hits are not listed in these tables
Target sequence (O00255 whole entry, looked up): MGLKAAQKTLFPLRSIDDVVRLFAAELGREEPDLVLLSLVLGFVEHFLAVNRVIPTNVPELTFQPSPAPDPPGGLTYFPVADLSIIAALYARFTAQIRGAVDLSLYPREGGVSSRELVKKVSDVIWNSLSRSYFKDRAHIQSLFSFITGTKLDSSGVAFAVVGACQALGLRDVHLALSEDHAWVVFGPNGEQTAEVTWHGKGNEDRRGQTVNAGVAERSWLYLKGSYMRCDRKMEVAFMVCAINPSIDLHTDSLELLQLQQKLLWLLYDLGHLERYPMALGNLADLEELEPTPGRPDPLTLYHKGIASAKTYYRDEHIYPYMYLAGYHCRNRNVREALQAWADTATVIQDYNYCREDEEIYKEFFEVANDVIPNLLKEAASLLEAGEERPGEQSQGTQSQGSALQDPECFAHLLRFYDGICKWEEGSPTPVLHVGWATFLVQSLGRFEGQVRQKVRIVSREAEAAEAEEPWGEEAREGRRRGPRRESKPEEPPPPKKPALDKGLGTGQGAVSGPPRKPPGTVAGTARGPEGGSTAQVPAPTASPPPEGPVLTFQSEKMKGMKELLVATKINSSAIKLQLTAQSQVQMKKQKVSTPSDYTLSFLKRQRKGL
BRCA1 expr act – BRCA1 expression activation | actives 1.1% (n = 380,000) | MCF7-BRCA1-FFLuc reporter, luminescence, 48 h; response scale: scaled: vehicle 0%, 10 µM genistein 100% | Potency, µM (highest dose often 46.1 µM), inactives show at the top dose activation, actives largely listed as activators; further: potency means the concentration at half of the fitted maximal effect; nearly all actives have a fitted effect of over 80% in size; some results filed as inactive show a strong effect at the top dose
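Compounds are tested at multiple concentrations on MCF7 BRCA1-luciferase reporter cells seeded at 2000 per well; after 48 h, a single luminescence end-point is taken and curves fitted to the normalized data.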
FLuc modulator – inhibits or activates purified firefly luciferase, miR-21 counter-screen; purified FLuc, Km substrates, luminescence inhibition; actives 6.9% (n = 360,000); Potency, µM (titrated, usually from 57.5 µM), inactives show at the top dose activity change, negative = inhibition, actives largely listed as inhibitors; AID 588342; P08659;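 further: potency means the concentration at half of the fitted maximal effect; plate controls were vehicle for no effect and reference inhibitor for full effect; nearly all actives have a fitted effect of over 55% in size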
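Biochemical qHTS of compounds, final roughly 60 µM downward over six points, against 10 nM purified firefly luciferase using Km concentrations of substrates (10 uM D-luciferin, 10 uM ATP) in Tris acetate pH 7.5 buffer; luminescence output.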
ELG1 genotoxic – genotoxicity induction in ELG1-luciferase HEK293T cells; HEK293T ELG1-luciferase reporter, luminescence, 16 h; Potency, µM (series often up to 46 µM), for the others: at the top dose activity change, positive = activation, actives largely listed as activators; actives 1.3% (n = 330,000); AID 504466; further: potency means the concentration at half of the fitted maximal effect; % of control where 0% means no effect; nearly all actives have a fitted effect of over 60% in size
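HEK293T cells expressing luciferase-tagged ELG1 were exposed to compound or DMSO vehicle for 16 hr at 37 °C and 5% CO2. Luciferase activity was then measured with ONE-Glo after 30 min at room temperature.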
NPC1 prom act – NPC1 promoter activation. actives 2.4% (n = 320,000). Potency, µM (highest dose often 9.22 µM), for the others: top-dose activation, usual class: activators. Huh7 NPC1 promoter luciferase reporter, 24 h;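 further: potency means the concentration at half of the fitted maximal effect; % of control where 0% means no effect; nearly all actives have a fitted effect of over 60% in size; reporter is driven by a mutant NPC1 promoter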
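In 1536-well qHTS, Huh7 cells harboring an NPC1 promoter–luciferase construct received compound for 24 h; activation was quantified by luminescence following luciferase reagent addition.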
Gal4-VP16 FLuc – inhibits Gal4-VP16 luciferase reporter, ROR gamma counter-screen. Drosophila S2 Gal4-VP16 UAS-luciferase, luminescence, 20 h. Potency, µM (doses to about 53.6 µM), for the others: top-dose activity, negative = inhibition, hits mostly inhibitors. actives 3.5% (n = 310,000);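 further: Gal4-VP16 expression switched on by copper sulfate through the metallothionein promoter; potency means the concentration at half of the fitted maximal effect; on the % scale 0 is the no-effect control and ±100 the full control effect; nearly all actives have a fitted effect of over 50% in size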
An asterisk follows results filed as active; ? = inconclusive; · = no result given; [ ] = another dose, or the depositor's remark. Unless noted, the call rests on the fitted dose curve; in most records, active means well fitted curve in the direction sought with a large enough effect; inconclusive means small, poorly fitted or top-dose-only effect, or another doubt; inactive means no such curve, though single readings can be large; an effect the other way counts as inactive or inconclusive. This is a subset. The share of hits here may be higher or lower than overall.

| SMILES | PKM2 activator | Giardia killer | Rab9 prom act | p53 reactivator | RORg inh | Menin-MLL TR inh | BRCA1 expr act | FLuc modulator | ELG1 genotoxic | NPC1 prom act | Gal4-VP16 FLuc |
| --- | --- | --- | --- | --- | --- | --- | --- | --- | --- | --- | --- |
| COc1ccc(NC(=O)CSc2nnc(Cc3cccn3C)n2-c2ccc(C)cc2)cc1OC | 3% | -11 | -7% | -7% | 37% | 4% | 9% | 5% | -2% | -4% | 4% |
| Cc1ccc(S(=O)(=O)CC(O)COc2ccccc2C#N)cc1 (stereo not drawn) | 3% | -21 | 2% | 4% | 17% | -12% | 12% | 5% | -5% | -3% | 3%[10 µM] |
| NS(=O)(=O)c1ccc(CCNC(=O)c2cccc3ccccc23)cc1 | 1% | 11 | -3% | -3% | -21% | 5% | -22% | -1% | 0% | -5% | 6% |
| CCOC(=O)c1cnc(SC)nc1Nc1cccc(F)c1 | -1% | 5 | -2% | -1% | -25% | -5% | 1% | -1% | -3% | 8% | -9% |
| CC1Cc2ccccc2N1C(=O)CSc1nnc(CNc2ccccc2)o1 (stereo not drawn) | -1% | -6 | -4% | 1% | -3% | -5% | -8% | 0% | -4% | -2% | -3% |
| O=[N+]([O-])c1cnc(N2CCCCC2)c([N+](=O)[O-])c1 | -1% | -25 | -8% | 4% | 14% | 1% | -3% | 6% | 0% | -1% | ? |
| COc1ccc(C(C(=O)NCC2CCCO2)N(Cc2cccs2)C(=O)c2snc(C(N)=O)c2N)cc1OC (stereo not drawn) | · | -16 | -6% | 4% | 19% | · | -5% | 0% | -11% | 5% | 6% |
| O=C(Nc1cc(=O)c2ccccc2o1)N1CCCCC1 | 4% | -12 | -9% | 4% | -3% | 3% | -41% | 3% | -7% | -1% | 11% |
| CC1CN(C(=O)N(C)C)CCN1C(=O)N(C)C (stereo not drawn) | 1% | 2 | -5% | -4% | -21% | 3% | -3% | 3% | 8% | 1% | -4% |
| O=C(c1ccco1)c1nnn(Cc2ccccc2)c1-c1ccccc1 | 10% | 8 | · | · | 11% | -5% | -3% | -5% | · | · | 18% |
| CS(=O)(=O)c1nc(-c2ccc(Br)cc2)n[nH]1 | -7% | 19 | -3% | 8% | 13% | 0% | -15% | ? | 4% | -5% | 17% |
| CCCN(CCC)CCCNC(=O)c1cc2c(=O)n(C)c3ccccc3c2n1C | 1% | -3 | -8% | -18% | -35% | 3%[11.7 µM] | -14% | 5% | 12% | -1% | 8% |
| CCOc1ccc(N2CC(C(=O)Nc3ccc(S(=O)(=O)Nc4nccs4)cc3)CC2=O)cc1 (stereo not drawn) | · | 10 | 2% | 8% | -3% | · | -8% | -2% | -1% | 0% | ? |
| Cc1ccc(NC(=O)CSc2nnc(CNC(=O)c3cccs3)o2)c(C)c1 | 8% | -24 | 2% | 3% | 40% | 17% | 16% | -4% | 4% | -5% | -2% |
| Cc1cccc(OC(=O)Cn2c(C(F)(F)F)nc3ccccc32)c1 | 2% | -14 | -1% | 0% | -1% | -2% | 3% | 6% | -3% | -3% | -1% |
| CC1CN(C(=O)c2ccc(COCC(F)(F)F)o2)CC(C)O1 (stereo not drawn) | 1% | -4 | -2% | 7% | -22% | -26% | 24% | 0% | 0% | 0% | -11% |
| C#Cc1ccc(CN2CCN(CCc3ccccc3)C(CCO)C2)cc1 (stereo not drawn) | 1% | 5 | 0% | 12% | -2%[1.91 µM] | -21% | -3% | -2% | -1% | -2% | -6% |
| Cc1[nH]c2ccccc2c1C(=O)COC(=O)c1ccc([N+](=O)[O-])s1 | ? | -29 | -5% | -4% | -8% | ? | -73% | -5% | -11% | 6% | 3% |
| COc1ccc(NC(=O)O/N=C/c2ccc(Br)cc2)cc1 | · | 2 | 0% | 5% | -1% | 44%[activator] | 12% | 27µM* | 3% | 10% | -18% |
| Cc1cc(C)cc(N(CC(=O)NC2CCCC2)C(=O)CCC(=O)Nc2cc(C)on2)c1 | 0% | 11 | -8% | -2% | 2% | -14% | -14% | -1% | -1% | 1% | -11% |
| C/C(CC(=O)C(F)(F)F)=N\NC(=O)/C(C#N)=C/N(C)C | -1% | -4 | 1% | 5% | 8.9µM* | 17% | 8% | 0% | -3% | -1% | ? |
| C=CCn1c(SCC#N)nc2c(c1=O)C(C)(C)Cc1ccccc1-2 | -1% | 14 | -12% | -1% | 8% | 2% | -35% | 10% | -7% | -5% | -4% |
| CC(=O)c1c(C)nc(-c2ccc(OCC(=O)Nc3ccc(F)cc3)cc2)n1O | 3% | 3 | 4% | 1% | 22% | -6% | -2% | ? | 4% | 0% | 3% |
| Cc1cccc(C(=O)NNC(=O)C23CC4CC(CC(C4)C2)C3)c1O | 1% | 13 | 14% | 13% | 6.3µM* | 8% | -31% | 15µM* | 23% | -4% | ? |
| CCCc1nc(SCC(=O)Nc2nnc(SCC)s2)c2c(=O)n(C)c(=O)n(C)c2n1 | 3% | 21 | -8% | -3% | -4% | 4% | -6% | -1% | -2% | -5% | 1% |
| CCOC(=O)c1c[nH][nH]c1=O | 0% | -10 | -3% | -4% | 12% | 13% | 22% | -2% | 0% | 1% | 2% |
| Cc1cccc(NC(=O)c2ccco2)c1C | -8% | 0 | 0% | 6% | -6% | 1% | 4% | 0% | 2% | -3% | 7% |
| Cc1ccc2cc(CCNC(=O)C(C)C)c(=O)[nH]c2c1C | 6% | 9 | 28% | 30% | 14% | -16% | 0% | ? | 15% | 21% | 13% |
| COC(=O)c1ccc(-c2sc3nc(N4CCOCC4)c4c(c3c2N)CC(C)(C)OC4)o1 | -1% | 4 | 0% | 2% | -2% | -5% | -5% | -2% | 1% | 1% | 4% |
| COCCCN1C(=O)c2ccc(C(=O)NCc3ccco3)cc2C1=O | 29% | 5 | 5% | -3% | 18% | -5% | 6% | 6% | 14% | -3% | 2% |

Other results
| SMILES | PKM2 activator | Giardia killer | Rab9 prom act | p53 reactivator | RORg inh | Menin-MLL TR inh | BRCA1 expr act | FLuc modulator | ELG1 genotoxic | NPC1 prom act | Gal4-VP16 FLuc |
| --- | --- | --- | --- | --- | --- | --- | --- | --- | --- | --- | --- |
| CC1(O)N(Cc2ccccc2)C(=O)OC12CCCCC2 (stereo not drawn) | 0% | -6 | 15% | -6% | -6% | -3% | -2% | 6% | -1% | 2% | -5% |
| CCCCn1c(CN(C)Cc2ccccc2)nc2c1c(=O)n(C)c(=O)n2C | 13% | 2 | -13% | -13% | ? | -6% | -62% | 5% | -7% | -8% | ? |
| O=C(COC(=O)C1CCC(=O)N1)Nc1cc(Cl)ccc1Cl (stereo not drawn) | 1% | 5 | -3% | -7% | -8% | -1% | 0% | 3% | 6% | -3% | 0% |
| CCc1cc(C(=O)NC(C)C2CCCO2)cs1 (stereo not drawn) | -8% | 5 | 9%[1.84 µM] | 11% | 11% | · | 56% | -20% | ? | 29% | -9% |
| COc1cc(NC(=O)c2ccccc2)c(C)cc1NC(=O)CC(CC(=O)O)c1ccccc1 (stereo not drawn) | · | -1 | 0% | 22% | -4% | 3% | -18% | 13µM* | 5% | 2% | -9% |
| OCC1OC(n2nnc3ccccc32)C(O)C(O)C1O (stereo not drawn) | 1% | -6 | 3% | 1% | 3% | 3% | 3% | 0% | -2% | 0% | -1% |
| O=C(NCC1CCCO1)c1ccc2c(=O)n(CC3CCCO3)c(=S)[nH]c2c1 (stereo not drawn) | -1% | -2 | -2% | -1% | -8% | -3% | -20% | 1% | -8% | 0% | 4% |
| CCCN(C(=O)CSc1nc(C2CC2)n(-c2ccccc2)n1)C1CCS(=O)(=O)C1 (stereo not drawn) | · | -5 | -1% | 4% | · | · | -1% | 3% | 0% | -3% | · |
| CC1(C)Cc2c(c(-c3ccco3)[nH]c(=O)c2C#N)CO1 | 9% | -5 | -2% | -8% | 4% | 22% | 9% | 0% | 0% | 1% | 18% |
| O=C(CNC(=O)c1cccs1)NCCN1CCC(Cc2ccccc2)CC1 | -8% | · | -3% | -10% | -2% | -15% | · | -1% | -2% | -1% | -4% |
| COc1ccc(CCNC(=O)C(=O)NCC2OCCN2S(=O)(=O)c2ccc3c(c2)OCCO3)cc1 (stereo not drawn) | 2% | -11 | 3% | 7% | 1% | · | -20% | -4% | -3% | 5% | -5% |
| O=C(Cc1ccc(Br)cc1)Nc1ccccc1Sc1ccccc1 | -7% | 6 | 1% | 3% | ? | -26% | -40% | 5% | -3% | -7% | -3% |
| CC(C)n1c(SCC(=O)Nc2ccccc2)nc2c1c(=O)[nH]c(=O)n2C | 8.9µM* | 19 | -4% | -4% | 1% | · | -26% | 0% | 1% | -2% | -1% |
